All columns: NCI-60 one-dose screen, growth in % after 48 h at 10 µM unless noted; 100 = growth as untreated, 0 = no growth, -100 = all killed.
SF-539 – SF-539 CNS cancer; 81,000 tested, 6.8% active
U251 – U251 CNS tumor cells; 80,000 tested, 5.4% active; AID 1794753
SF-268 – SF-268 CNS cancer cells; 82,000 tested, 3.1% active; AID 1794759
SNB-19 – SNB-19 CNS cancer cells. 81,000 tested, 2.5% active
A498 – A498 renal cancer cells; 76,000 tested, 5.4% active; AID 1794774
SF-295 – SF-295 CNS cancer cells; 79,000 tested, 5.6% active
SNB-75 – SNB-75 CNS cancer; AID 1794750; 79,000 tested, 5% active
CAKI-1 – CAKI-1 renal cancer; AID 1794772; 75,000 tested, 4.7% active
NCI-H23 – NCI-H23 lung cancer. 80,000 tested, 4% active. AID 1794731
* marks the source's active call; other numbers are inactive results; x = no result given; & = joins results of further samples. How the source made its calls: active means growth percent below 10; inactive means the rest.

Screens by letter – A = SF-539; B = U251; C = SF-268; D = SNB-19; E = A498; F = SF-295; G = SNB-75; H = CAKI-1; I = NCI-H23
smiles: O=C(NCCc1ccccc1)c1cc2cccc([N+](=O)[O-])c2[nH]1
  A: 103	B: 98	C: 107	D: 98	E: 117	F: 93	G: x	H: 88	I: 93
smiles: CCCCCCC(C)CC1=C(O)c2ccccc2C(=O)C1=O (stereo not given)
  A: 34	B: 46	C: 53	D: 46	E: 54	F: 35	G: 62	H: 40	I: 42
smiles: CCOC(=O)c1cnc2c(-c3ccc(Br)cc3)cnn2c1
  A: 92	B: 89	C: 97	D: 96	E: 93	F: 96	G: 107	H: 102	I: 103
smiles: O=C1C(Cl)C(c2ccc(Cl)cc2)N1n1cnnc1 (stereo not given)
  A: 97	B: 97	C: 94	D: 98	E: 93	F: 104	G: 91	H: 86	I: 96
smiles: CCN(CC)C(=O)CC1=C(C)/C(=C/c2[nH]c(-c3ccc[nH]3)cc2OC)N=C1C
  A: 21	B: 24	C: 22	D: 42	E: -8.3*	F: -52*	G: 14	H: -8.1*	I: 34
smiles: Cn1c(/C=C(\C#N)c2cccc(C(F)(F)F)c2)nc2c(N3CCOCC3)nc(Cl)nc21
  A: -80*	B: 2.3*	C: -51*	D: 56	E: 11	F: 85	G: -23*	H: -94*	I: 16
smiles: CN(C)Cc1cc(CN(C)C)c(O)c(CN(C)C)c1
  A: 101	B: 111	C: 104	D: 115	E: 113	F: 110	G: 97	H: 113	I: 104
smiles: CSc1nc(C(=O)O)c(C)c(=O)[nH]1
  A: 105	B: 97	C: 99	D: 99	E: 97	F: 98	G: 93	H: 95	I: 95
smiles: COc1cc(C2CC(c3ccc(SC)cc3)=NN2C(C)=O)cc(OC)c1OC (stereo not given)
  A: 78	B: 63	C: 77	D: 74	E: 68	F: 44	G: 12	H: 65	I: 70
smiles: CN1CCN(CN2N=C3c4ccsc4CCCC3CC2=O)CC1 (stereo not given)
  A: 93	B: 105	C: 100	D: 99	E: 108	F: 131	G: 77	H: x	I: 95
smiles: COC(=O)Cn1c(=O)c2cc(Cl)ccc2c2cnc3[nH]ccc3c21
  A: 80	B: 80	C: 82	D: 84	E: 58	F: 57	G: x	H: 71	I: 79
smiles: Nc1[nH]c(=O)[nH]c(=O)c1N=Nc1ccc(S(=O)(=O)Nc2nccs2)cc1
  A: 107	B: 101	C: 111	D: 104	E: 91	F: 90	G: 88	H: 99	I: 103
smiles: Cc1ccc2oc(=O)cc(C(CC(=O)O)c3c(C)[nH][nH]c3=O)c2c1 (stereo not given)
  A: 102	B: 104	C: 105	D: 102	E: 102	F: 102	G: 93	H: 98	I: 97
smiles: O=C(Nc1ccc2c(ccn2C(=O)c2cccc(F)c2)c1)c1cnccn1
  A: 97	B: 102	C: 94	D: 82	E: 87	F: 91	G: 72	H: 71	I: 104
smiles: N#CSCC(=O)c1ccc(Cl)cc1
  A: 22	B: 32	C: 35	D: 82	E: 84	F: 49	G: 33	H: 32	I: 9.4*

Screens by letter – A = SF-539; B = U251; C = SF-268; D = SNB-19; E = A498; F = SF-295; G = SNB-75; H = CAKI-1; I = NCI-H23
smiles: O=C(NCc1cccnc1)c1nc(-c2ccc(-n3cccc3)cc2)no1
  A: 96	B: 82	C: 93	D: 83	E: 66	F: 89	G: 90	H: 71	I: 80
smiles: CCCCCCNC(=O)Oc1ccc(/C(=C(/CC)Cc2ccccc2)c2ccc(OCCN3CCCC3)cc2)cc1
  A: 97	B: 77	C: 85	D: 92	E: 95	F: 108	G: 79	H: 96	I: 96
smiles: C(=N\N=C\c1ccccc1)/c1ccccc1
  A: 97	B: 102	C: 108	D: 106	E: x	F: 96	G: 89	H: 92	I: 99
smiles: O=C(CCc1nnc2sc(=S)[nH]n12)c1nc2ccccc2[nH]1
  A: 102	B: 105	C: 101	D: 106	E: 127	F: 99	G: 98	H: 96	I: 105
smiles: Fc1ccc(NC(c2ccc(F)cc2)C2CCN(CCCCc3ccccc3)CC2)cc1 (stereo not given)
  A: 40	B: 17	C: 44	D: 50	E: 17	F: 35	G: 63	H: 49	I: 44
smiles: COc1cc(C2c3c([nH]c(=O)[nH]c3=O)Nc3ccc4ccccc4c32)cc(OC)c1OC (stereo not given)
  A: 92	B: 97	C: 92	D: 96	E: 114	F: 94	G: 78	H: 86	I: 99
smiles: O=C(COc1ccc(Cl)cc1Cl)OCCOc1cc(Cl)c(Cl)cc1Cl
  A: 103	B: 89	C: 98	D: 98	E: x	F: 101	G: 97	H: 97	I: 105
smiles: CCN(CC)CCCC(C)NC(=O)Nc1cc(OC)cc2cccnc12 (stereo not given)
  A: 100	B: 96	C: 101	D: 117	E: 114	F: 122	G: 108	H: 99	I: 94
smiles: O=c1ccn(C2OC(CO)C(O)C2F)c(=O)[nH]1 (stereo not given)
  A: 103	B: 113	C: 111	D: 101	E: 110	F: 105	G: 93	H: 107	I: 91
smiles: Nc1ccccc1-c1ccc([N+](=O)[O-])cc1
  A: 53	B: 67	C: 49	D: 67	E: 76	F: 44	G: 72	H: 30	I: 69
smiles: Clc1ccc(-c2nn(-c3ccccc3)c3nccc(-c4cccs4)c23)cc1
  A: 98	B: 100	C: 106	D: 102	E: 100	F: 104	G: 98	H: 98	I: 101
smiles: CCOC(=O)C1=C(CSC2=NCCS2)N(C)C(=O)NC1c1ccccc1 (stereo not given)
  A: 93	B: 99	C: 93	D: 102	E: 94	F: 90	G: 91	H: 77	I: 88
smiles: O=C1Nc2cc(-c3cccc([N+](=O)[O-])c3)ccc2/C1=C/c1ccc[nH]1
  A: 93	B: 99	C: 97	D: 101	E: x	F: 100	G: 65	H: 81	I: 48
smiles: CO[C@H]1C[C@H]2[C@@H]3CCC4=CC(=O)CC[C@]4(C)[C@H]3CC[C@]2(C)[C@@]1(O)C(=O)COC(C)=O
  A: 100	B: 101	C: 97	D: 105	E: 83	F: 100	G: 79	H: x	I: 94
smiles: O=C(O)CCc1ccc(O)cc1
  A: 103&108	B: 106&115	C: 98&101	D: 115&103	E: 102&94	F: 119&98	G: 100&87	H: 89&104	I: 101&102

Screens by letter – A = SF-539; B = U251; C = SF-268; D = SNB-19; E = A498; F = SF-295; G = SNB-75; H = CAKI-1; I = NCI-H23
smiles: CCN(CC)CC(=O)Nc1cc(NC(=O)CN(CC)CC)c(C)c(NC(=O)CN(CC)CC)c1
  A: 101	B: 90	C: 104	D: 101	E: 74	F: 105	G: 91	H: x	I: 99
smiles: Clc1ccc2c(c1)C1CC2CCCN1Cc1ccccc1 (stereo not given)
  A: 106	B: x	C: 109	D: 107	E: 87	F: 93	G: 94	H: 90	I: x
smiles: O=C1Nc2ccccc2/C1=N/N=C/c1ccc(OC2OC(CO)C(O)C(O)C2O)cc1 (stereo not given)
  A: 98	B: 106	C: 102	D: 100	E: x	F: 110	G: 97	H: 95	I: 102
smiles: CN1C(=O)N(C)C2C1NN=c1s/c(=C\C(=O)O)c(=O)n12 (stereo not given)
  A: 98	B: 105	C: 105	D: 104	E: 104	F: 93	G: 101	H: x	I: 106
smiles: C/C(=C(/c1ccc(Cl)cc1)c1ccc(OCCN2CCCC2)cc1)c1ccccc1
  A: 59	B: 64	C: 88	D: 81	E: 78	F: 77	G: 86	H: 82	I: 71
smiles: COC1=C(OC)C2C3(O)CCCc4cccc(c43)N3C(=O)CCC23C=C1 (stereo not given)
  A: 97	B: 102	C: 92	D: 101	E: 97	F: 106	G: 96	H: x	I: 103
smiles: NC(=O)NS(=O)(=O)c1ccc(N)cc1
  A: 104	B: 91	C: 102	D: 102	E: x	F: 89	G: 88	H: 100	I: 96
smiles: O=c1ccn(C2OC(CO)C(O)C2Cl)c(=O)[nH]1 (stereo not given)
  A: 90	B: 101	C: 100	D: 101	E: 89	F: 98	G: 87	H: 98	I: 97
smiles: Cc1ccccc1N=Nc1ccc(N=Nc2cc(S(=O)(=O)O)c3ccccc3c2O)c(C)c1
  A: 100	B: 103	C: 103	D: 103	E: x	F: 103	G: 75	H: x	I: 95
smiles: CCOC(=O)C(C#N)=C1CCCCC1
  A: 97	B: 106	C: 150	D: x	E: 97	F: 96	G: 90	H: 94	I: 98
smiles: CCOC(=O)/C(F)=C/C1CC1C1CCCCC1 (stereo not given)
  A: 94	B: 105	C: 102	D: 98	E: 97	F: 103	G: 95	H: 91	I: 97
smiles: CC(C)(C)C1OC1(C)CO (stereo not given)
  A: 108	B: 103	C: 104	D: 102	E: 84	F: 100	G: 91	H: 101	I: 100
smiles: CCC(=O)N(C)C1(C#N)CCCCC1
  A: 109	B: 103	C: 99	D: 103	E: 111	F: 106	G: 108	H: 101	I: 94
smiles: CN(C)c1ccccc1C(=O)N/N=C/c1ccc(F)cc1
  A: 105	B: 102	C: 99	D: 106	E: 113	F: 113	G: 115	H: 101	I: 101
smiles: COc1cc2cc3c(nc2cc1OC)CCN3Cc1ccc(NC(=O)Nc2ccc(F)cc2F)cc1
  A: 98	B: 92	C: 95	D: 77	E: 49	F: 77	G: 86	H: 62	I: 71

Screens by letter – A = SF-539; B = U251; C = SF-268; D = SNB-19; E = A498; F = SF-295; G = SNB-75; H = CAKI-1; I = NCI-H23
smiles: Nc1[nH]c(=S)ncc1Oc1ccc(Cl)cc1Cl
  A: 105	B: 102	C: 107	D: 106	E: 103	F: 109	G: 98	H: 105	I: 104
smiles: O=C(NNc1ccccc1)c1ccccc1
  A: 97&95	B: 91	C: 59&79	D: 99&95	E: 103&118	F: 65	G: 88&71	H: 23	I: 96&98
smiles: Oc1c(Cl)cc(Cl)cc1/C=N/NC(=S)Nc1cc(C(F)(F)F)cc(C(F)(F)F)c1
  A: 75	B: 49	C: x	D: 69	E: 93	F: 68	G: 77	H: 34	I: 73
smiles: c1ccc(Cc2nc3ccccc3[nH]2)cc1
  A: 103	B: 105	C: 107	D: 88	E: 106	F: 95	G: 87	H: 120	I: 96
smiles: CS(=O)(=O)c1nccc(-c2c(-c3cccc(OCCc4ccccc4)c3)nc3sccn23)n1
  A: 103	B: 99	C: 106	D: 93	E: 92	F: 109	G: 98	H: 86	I: 96
smiles: BrCCCOc1ccc(Oc2ccc(OCCCBr)cc2)cc1
  A: 113	B: 88	C: 111	D: 93	E: 99	F: 116	G: 87	H: 112	I: 109
smiles: O=C(NCSC1=NCCS1)NCSC1=NCCS1
  A: x	B: 87	C: 96	D: 93	E: 72	F: 100	G: 109	H: 107	I: 102
smiles: O=C(/N=C/C(Cl)(Cl)Cl)Nc1ccc(Cl)cc1
  A: 97	B: 101	C: 105	D: 110	E: 98	F: 93	G: 121	H: x	I: 90
smiles: Cc1cn2c(/C=C3/C(=O)Nc4c3ccc3ccccc43)c(C(F)(F)F)nc2s1
  A: -5.7*	B: 17	C: 43	D: 36	E: 0.9*	F: 7.5*	G: -6.4*	H: 34	I: 40
smiles: N#Cc1c(-c2ccc(Cl)cc2)nc(N/N=C/c2cccc(F)c2)nc1N1CCOCC1
  A: 93	B: x	C: 98	D: 98	E: 83	F: 104	G: 64	H: 78	I: 99
smiles: CSc1c(C#N)c(N)nc2c3c(=N)n4c(nc3nn12)sc1cc(Cl)c(Cl)cc14
  A: 90	B: 116	C: 121	D: 98	E: 119	F: 105	G: 78	H: 118	I: 100

Screens (PubChem)
